# Screening data: PubChem BioAssay, several laboratories
# KOR beta-arrestin-1: kappa opioid receptor blockers – cell-based, luminescence, uHTS (AID 1778) | inhibition, % at 10 µM, or IC50 in µM where a hit was titrated | KOR beta-arrestin recruitment, luminescence, antagonist mode; higher % means a stronger effect | hit rate 0.091% among 290,000; note: strong numbers were not always called active
# GPR55 LPI antagonism: GPR55 antagonists blocking LPI-driven arrestin recruitment, primary screen, imaging, U2OS, beta-arrestin-GFP, LPI agonist (AID 2013); U2OS GPR55 beta-arrestin-GFP translocation imaging, LPI antagonism; higher % means a stronger effect; inhibition, % at 10 µM; hits with a dose series show IC50 in µM; hit rate 0.13% among 290,000;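 active = spots per cell inhibited over 60%, with over 100 cells counted and total cytoplasm intensity under 500,000; inconclusive = wells with under 100 cells, flagged as likely toxic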;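 note: U2OS cells stably carrying GPR55 and arrestin-GFP stimulated by 5 µM LPI near EC80; imaged beta-arrestin-GFP aggregate spots per cell after agonist stimulation; plate controls were LPI-stimulated DMSO wells for no effect and DMSO wells without LPI for full effect; some results filed as inactive read as strong as hits; confirmed hits need IC50 under 10 µM and bright autofluorescent wells are also inconclusive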
# KOR beta-arrestin-2: kappa opioid receptor activators – cell-based, luminescence, uHTS, primary screen (AID 1777). activation, % at 10 µM; hits with a dose series show EC50 in µM. hit rate 0.02% among 280,000. KOR beta-arrestin recruitment, luminescence; higher % means a stronger effect; in the data active = activation above about 50%, passing the limit was not always enough; note: a part of the inactive calls stands beside numbers as strong as those of hits
# T cell HTS: modulates CD8 T cell binding to vesicles; 2C CD8+ T cell-vesicle binding, flow cytometry; hits give low values; calls only at 7 µM; hit rate 0.068% among 330,000; AID 2052;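 active = response, share of CD8 T cells binding vesicles, and their 90th percentile fluorescence all below set limits, cut at about 80% in these data, passing the limit was not always enough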
#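 Assay system: 2C TCR transgenic mouse naive CD8+ T cells, MACS-purified | Read-out: CD8+ gate FL2 mean fluorescence as % of same-row positive control | Signal: High-throughput flow cytometry with anti-B7-1 and anti-CD8 staining | Timing: Binding step 1.5 h, 37 °C, antibody labelling 20 min, ice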
# NOD1 inhibition: NOD1 signaling inhibitors, primary screen, cell-based, luminescence, uHTS (AID 1578); inhibition, % at 4 µM, or EC50 in µM where a hit was titrated; NOD1-driven NF-kB luciferase reporter cells, luminescence; higher % means a stronger effect; hit rate 1% among 290,000; in the data active = inhibition mostly above about 36%, no sharp cut-off; inactive = mostly below about 34%;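 note: HEK-293T reporter cells stimulated with the NOD1 agonist gamma-tri-DAP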
# Myeloid diff MLP: promotes myeloid progenitor differentiation. hit rate 1% among 360,000. calls only at 10 µM. AID 624256. ER-HoxA9 myeloid progenitors, lysozyme-GFP differentiation, flow cytometry;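 active = normalized GFP-positive differentiation at or above the plate's own cutoff, the solvent-only control mean plus 3 SD; inconclusive = no clear call, values can overlap the other calls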;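 note: cells exposed to compound for four days before flow analysis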
# GPR55 beta-arrestin: selective activators of receptor GPR55 – imaging, U2OS cells, beta-arrestin-GFP redistribution, primary screen (AID 1961); U2OS GPR55 beta-arrestin-GFP redistribution imaging; higher % means a stronger effect; one-dose activation, % at 10 µM; EC50 in µM for titrated hits; hit rate 0.048% among 290,000;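 active = activation above 40% with more than 50 cells counted in the well; inconclusive = wells holding fewer than 50 cells, flagged as toxic or sparse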;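 note: U2OS osteosarcoma cells stably expressing GPR55 and beta-arrestin-GFP; plate controls were DMSO negative control for no effect and LPI positive control for full effect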
# NOD2 inhibition: NOD2 signaling inhibitors, cell-based, luminescence, uHTS, HEK293 (AID 1566). HEK293 NOD2/NF-kB luciferase reporter, luminescence; higher % means a stronger effect. inhibition, % at 4 µM; hits with a dose series show EC50 in µM. hit rate 0.63% among 290,000; note: many of its hits are not listed in these tables
# NTR1 ag: agonists of NTR1, primary screen, imaging, U2OS cells, beta-arrestin-GFP, high content (AID 493036); P30989; NTR1-U2OS beta-arrestin-GFP spot imaging, agonist mode; activation, % at 20 µM; hit rate 0.17% among 330,000;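 active = activation at or above 40% of the spot to cytoplasm intensity ratio, with at least 20 cells analyzed; inconclusive = wells under 20 cells, flagged as cytotoxic or low count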;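 note: 0% = DMSO without peptide and 100% = 100 nM NTR1 peptide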
# Target sequence (P30989 whole entry, looked up): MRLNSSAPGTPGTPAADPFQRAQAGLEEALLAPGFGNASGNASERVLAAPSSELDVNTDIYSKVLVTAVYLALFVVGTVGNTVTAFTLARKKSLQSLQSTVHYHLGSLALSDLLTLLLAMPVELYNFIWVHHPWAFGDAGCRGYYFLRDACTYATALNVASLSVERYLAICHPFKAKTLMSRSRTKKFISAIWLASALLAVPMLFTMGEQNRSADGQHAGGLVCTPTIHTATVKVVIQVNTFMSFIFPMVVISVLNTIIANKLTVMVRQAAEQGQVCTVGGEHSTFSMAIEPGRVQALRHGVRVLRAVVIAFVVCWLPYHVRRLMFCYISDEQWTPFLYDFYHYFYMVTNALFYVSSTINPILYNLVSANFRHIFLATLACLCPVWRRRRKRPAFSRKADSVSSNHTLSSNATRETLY
# T cell HTS vesicle-bound %: further read-out of T cell HTS, marked with its call; double positive events, %; measured here: CD8+ vesicle-bound cell fraction;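 binding gate set so that unloaded-vesicle control wells show 10% double positive cells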
# NTR1 ag cell count 20 µM: second read-out of NTR1 ag, no call of its own (marks repeat the call); cell count; measured here: cell count, cytotoxicity flag
# Myeloid diff MLP GFP+ MAC1+ %: further read-out of Myeloid diff MLP, marked with its call; GFP+ MAC1+ double positive, %; measured here: differentiation confirmed by MAC1 staining
# Starred values were filed as active, the others as inactive; i = inactive; ? = inconclusive; . = not tested or not shown; [ ] = dose if it differs, or a comment. Cut-off read from the data, not from the text of the source, unless noted: active = inhibition above about 50%; inactive = the rest.
SMILES,KOR beta-arrestin-1,GPR55 LPI antagonism,KOR beta-arrestin-2,T cell HTS,T cell HTS vesicle-bound %,NOD1 inhibition,Myeloid diff MLP,Myeloid diff MLP GFP+ MAC1+ %,GPR55 beta-arrestin,NOD2 inhibition,NTR1 ag,NTR1 ag cell count 20 µM
COc1ccc(OC)c(S(=O)(=O)NCc2ccccn2)c1,6%,-4%,-1.5%,i,61,-34%,i,0.8,0.3%,-4%,-0.4,68
CCC(C)Sc1nnc(CSc2nc(C)cc(C)n2)n1C (stereo unspecified),-29%,-3%,-1.8%,i,16,-23%,i,0.3,-0.3%,15%,0.2,69
O=C(CN(c1ccccn1)S(=O)(=O)c1ccc(F)cc1)Nc1ccc(F)cc1F,0%,-5%,-4.3%,i,59,-42%,i,0.2,0.4%,4%,-0.6,69
Cc1cn2c(nc(=O)c3cccnc32)s1,-18%,4%,0.3%,i,67,-27%,i,0.7,0.3%,-2%,-0.2,37
CCNc1[nH]c(=O)n(C)c(=O)c1N=O,-14%,3%,2.7%,i,52,-23%,i,0.3,0.0%,6%,1.3,68
CC(C)(C)C(=O)NC(=S)Nc1ccccn1,14%,11%,-4.2%,i,40,-38%,i,0.3,-0.3%,20%,-0.5,24
CC1CC(C)CN(S(=O)(=O)N2CCCC(C(=O)NCc3ccccc3Cl)C2)C1 (stereo unspecified),-22%,8%,2.3%,i,24,-21%,i,5.5,-0.1%,13%,3.2,64
O=c1c(Br)c(Br)cnn1-c1ccccc1,-42%[20 µM],6%,-9.5%,.,.,.,?,.,-0.1%,.,.,.
Fc1ccccc1NC(=S)N1CCOCC1,0%,-4%,-4.0%,i,14,3%,i,0.6,-0.1%,6%,0.9,57
CCC(NC(=O)c1ccccc1NC(=O)c1ccccc1)C(=O)NNC(=O)c1cccnc1 (stereo unspecified),22%,8%,5.3%,i,40,-8%,i,0.6,0.2%,24%,-0.5,46
COc1c(Cl)cccc1-c1cn2ccc(C)cc2n1,19%,-6%,-5.7%,i,37,-17%,i,0.3,-0.2%,-196%,0.0,51
CCCCN(CCCC)C(=O)c1sc2nc(N3CCOCC3)c3c(c2c1N)CCCC3,13%,11%,3.5%,i,17,-3%,i,1.0,0.4%,7%,0.0,56
Cc1ccc(NC(=O)COC(=O)[C@H](C)NC(N)=O)c(C)c1,16%,8%,-1.5%,i,6,-33%,i,0.4,-0.3%,10%,-0.5,37
O=C(c1cc2ccccc2oc1=O)N1CCN(c2ccc(N3CCOCC3)nn2)CC1,12%,6%,-0.8%,i,38,6%,i,2.9,0.3%,26%,-2.9,52
CCCCC(CCC(=O)Nc1ccc(C(=O)OCC)cc1)C(=O)O (stereo unspecified),31%,6%,-4.8%,i,38,-33%,i,0.2,-0.1%,8%,-0.6,51
O=S(=O)(c1ccccc1)c1nc(NCc2ccccc2)sc1Cl,12%,8%,8.8%,i,5,12%,i,0.4,0.8%,22%,0.6,69
CCOC(=O)C1=C(Nc2ccccc2)OCC1=O,4%,0%,1.3%,i,38,-2%,i,0.8,0.2%,-13%,-3.2,93
COc1ccc(NC(=O)c2ccc(-n3cccn3)c([N+](=O)[O-])c2)cc1,-16%[20 µM],0%,-3.6%,i,65,-24%,i,0.7,-0.1%,12%,-0.7,38
CSc1nc(C)cc(C)c1C(N)=O,-44%,-12%,1.6%,i,65,-24%,i,1.4,0.1%,-1%,-2.1,55
CS(=O)(=O)N1N=C(c2ccco2)CC1c1ccc(Br)cc1 (stereo unspecified),23%,-3%,-0.5%,i,56,-32%,i,0.2,-0.5%,-4%,-1.3,83
COc1ccccc1Cc1nnc(NC(=O)C2CCN(C(=O)c3ccco3)CC2)s1,1%,1%,-5.1%,i,26,28%,i,3.1,-0.1%,25%,0.4,51
O=C(CSc1nc(-c2ccccc2)c(-c2ccccc2)[nH]1)N1CCN(S(=O)(=O)c2ccccc2)CC1,-6%,3.7µM*,.,i,24,-1%,i,1.3,0.4%,-12%,2.3,75
Cc1oc(C(C)(C)C)cc1C(=O)Nc1ccc2c(c1)OCO2,-2%,4%,3.7%,i,26,1%,i,0.5,0.2%,22%,4.2,46
COc1ccc(C(=O)NCC(=O)N/N=C/c2cccnc2)cc1,-12%,12%,-2.4%,i,10,-18%,i,1.2,0.2%,0%,0.5,63
CCOc1ccc2[nH]c3c(NCCN(CC)CC)ncnc3c2c1,-24%,5%,0.2%,i,9,-4%,i,0.4,0.0%,19%,-0.2,97
Cn1c(CCNC(=O)c2ccco2)nc2cc(NC(=O)NC3CCCCC3)ccc21,-11%,-2%,.,i,31,-29%,i,1.3,0.0%,12%,-1.7,91
Cn1nc(-c2ccccc2)c2cc(C(=O)O)sc21,15%,9%,0.5%,i,43,-19%,i,0.3,0.4%,11%,0.0,87
CCOc1ccc(C2C(C(=O)c3ccco3)=C(O)C(=O)N2CCN(C)C)cc1 (stereo unspecified),-32%,8%,2.5%,.,.,-18%,.,.,0.0%,10%,0.8,50
COCC(C)NC(=O)c1ccccc1OC(C)=O (stereo unspecified),12%,8%,-2.9%,i,36,-22%,i,1.8,-0.2%,-1%,-0.1,74
Cc1ccc(Cl)cc1N1CCN(C(=O)Cc2ccc(-n3c(=O)[nH]c4ccsc4c3=O)cc2)CC1,-20%,13%,5.2%,i,7,-28%,i,0.5,-0.3%,-56%,15,75
Clc1ccc(-n2ncc3c(NCCCn4ccnc4)ncnc32)cc1,4%,8%,-2.8%,i,40,-70%,i,0.5,-0.1%,-27%,-1.4,82
COc1ccc(C2/C(=C(\O)c3ccc4c(c3)OCCO4)C(=O)C(=O)N2Cc2ccco2)c(OC)c1 (stereo unspecified),-15%,3%,7.4%,i,51,-14%,i,1.3,0.2%,2%,1.0,71
O=C(O)Cn1cc2c(n1)CCCC2,2%,-6%,-3.4%,i,54,-3%,i,0.6,0.1%,17%,-2.3,47
Cc1oc(-c2ccccc2)nc1C(=O)O,-14%[20 µM],9%,.,i,47,-36%,i,0.1,0.2%,2%,0.7,65
COc1ccc(C(C)C)cc1S(=O)(=O)N1CCN(c2ccccc2)CC1,-3%,7%,5.6%,i,37,-21%,i,0.5,0.1%,-5%,2.6,39
O=C(CO/N=C/c1ccc(OC(F)F)cc1)NC1CCCC1,-2%,-14%,-3.2%,i,2,-12%,i,0.3,-0.2%,4%,-0.3,44
O=C(NCc1ccccc1)N1CCC(n2cnc3cc(F)ccc32)CC1,-6%,3%,-11%,i,19,6%,i,1.9,0.2%,-10%,-1.4,102
COc1ccc(NS(=O)(=O)c2ccc(SC)cc2)cc1,-54%,-14%,4.7%,i,30,47%,i,7.1,-0.1%,15%,1.0,55
CC(C)CC(=O)N1CCN(CC2CC=CCC2)CC1 (stereo unspecified),25%,3%,-3.3%,i,7,-18%,i,1.0,-0.1%,0%,-0.4,48
COc1ccc(C(=O)CSc2nccc(=O)[nH]2)cc1,1%,-11%,-0.9%,i,45,10%,i,0.6,-0.4%,3%,-1.4,40
Cc1cc(Nc2ccc(C)c(C)c2)n2nc(C)nc2n1,18%,8%,-4.1%,i,23,7%,i,2.5,-0.2%,9%,-0.1,67
CCCCNC(=O)CCCCCNS(=O)(=O)c1ccc(Br)cc1,-12%,4%,-1.7%,i,41,-14%,i,0.1,0.2%,12%,0.9,43
CS(=O)(=O)N(CC(=O)N1CCc2ccccc2C1)Cc1ccccc1,-11%,7%,2.7%,i,32,-6%,i,1.5,-0.1%,20%,4.4,44
COCCN=c1scc(C)n1/N=C/C1CC2C=CC1C2 (stereo unspecified),21%,-4%,-1.6%,i,50,-15%,i,0.3,0.0%,22%,0.4,36
CCc1ccc(/C=C2/Sc3ccccc3N(CC(=O)NCC3CCCO3)C2=O)cc1 (stereo unspecified),-44%,-17%,9.1%,i,16,21%,i,3.2,-0.2%,-8%,1.0,51
CCCn1nc(NC(C)=O)c2cc3cccc(C)c3nc21,-10%,3%,-2.1%,i,38,-1%,i,0.6,0.0%,20%,2.4,83
O=C(CCCN1C(=O)c2ccccc2C1=O)Nc1cccc(S(=O)(=O)NC2=NCCC2)c1,4%,3%,0.9%,i,57,-35%,i,0.1,-0.5%,5%,-1.5,51
COc1cc(/C=C(\C#N)C(=O)NCC2CCCO2)ccc1OC(C)C (stereo unspecified),-1%,0%,0.8%,i,36,-8%,i,0.2,-0.6%,12%,2.2,66
CCCCn1c(SCC(=O)OCC)nc2c1c(=O)[nH]c(=O)n2C,25%,6%,-2.4%,i,29,-14%,i,2.0,-0.1%,5%,0.9,41
O=C1C2C3C=CC(CC3)C2C(=O)N1c1ccccc1[N+](=O)[O-] (stereo unspecified),11%,-14%,-0.2%,i,20,-2%,i,0.0,-0.5%,10%,0.2,81
Cc1nc(CC(=O)O)c(-c2ccccc2)s1,3%,13%,0.7%,i,12,-10%,i,1.3,0.3%,3%,-0.2,90
CCC1(C(=O)O)NC(c2cc(OC)ccc2O)C2C(=O)N(Cc3ccccc3)C(=O)C21 (stereo unspecified),35%,13%,-3.1%,i,47,4%,i,3.3,0.3%,-4%,4.0,48
O=C(CN1C(=O)NC(Cc2c[nH]c3ccccc23)C1=O)NCC(F)(F)F (stereo unspecified),-23%,3%,2.8%,i,24,-11%,i,1.0,0.0%,2%,-1.1,86
CCOc1cc(C(=O)NC)cc(Br)c1OCc1ccccc1,21%,2%,-0.1%,i,38,-12%,i,0.4,-0.3%,10%,4.3,60
Cc1cc(N/N=C/c2ccc(O)cc2O)nc(-n2nc(C)cc2C)n1,32%,0%,-1.9%,i,39,-34%,i,1.4,0.1%,-2%,.,.

# Exported with tabs: 2 of the compounds above.
SMILES	KOR beta-arrestin-1	GPR55 LPI antagonism	KOR beta-arrestin-2	T cell HTS	T cell HTS vesicle-bound %	NOD1 inhibition	Myeloid diff MLP	Myeloid diff MLP GFP+ MAC1+ %	GPR55 beta-arrestin	NOD2 inhibition	NTR1 ag	NTR1 ag cell count 20 µM
CCC1(C(=O)O)NC(c2cc(OC)ccc2O)C2C(=O)N(Cc3ccccc3)C(=O)C21 (stereo unspecified)	35%	13%	-3.1%	i	47	4%	i	3.3	0.3%	-4%	4.0	48
O=C(CN1C(=O)NC(Cc2c[nH]c3ccccc23)C1=O)NCC(F)(F)F (stereo unspecified)	-23%	3%	2.8%	i	24	-11%	i	1.0	0.0%	2%	-1.1	86

# Some of the compounds tested; rates above refer to the full screens.
